Assay outcomes from PubChem BioAssay.
uPA generation = blocks generation of uPA at the cell surface | cell surface uPA generation assay, qHTS | Potency, µM (doses to about 38.3 µM), for the others: at the top dose activity change, negative = inhibition, hits mostly inhibitors | actives 0.31% (n = 330,000); active = well fitted inhibition curve with a large enough effect; inconclusive = small, poorly fitted or top-dose-only effect; inactive = no such curve, though single readings can be large or run the other way; tested in mouse RAW 264.7 cells; note: potency is the fitted concentration of half-maximal effect; % is set by controls: 0 for no effect and ±100 for the full control effect; nearly all actives have a fitted effect of over 55% in size
TCR activator = T cell receptor activation. 330,000 tested, under 10 active. AID 504894. primary human leukocytes, anti-CD3, IL-2 HTRF, 48 h. Potency, µM (doses to about 9.22 µM), inactives show top-dose activation of IL-2 secretion, most hits filed as activators; active = well fitted activation curve with a large enough effect; inconclusive = small, poorly fitted or top-dose-only effect, or another doubt; inactive = no such curve, though single readings can be large or run the other way; note: % of control where 0% means no effect
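IL-2 produced over 48 hr by a-CD3 bead-stimulated primary human leukocytes exposed to compounds was detected with a homogeneous time-resolved FRET immunoassay, 665nm acceptor signal after 320nm excitation.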
PTAP TSG101 blk = blocks PTAP/TSG101 interaction to inhibit HIV-1 budding; Fluorescence polarization, FITC-PTAP peptide / Tsg101 binding; Potency, µM (highest dose often 115 µM), without a hit: at the top dose activity change, negative = inhibition, hits mostly inhibitors; 340,000 tested, under 10 active; AID 493005; active = well fitted inhibition curve with a large enough effect in the main read-out, with a control signal flat, not every such curve was filed as active; inconclusive = small, poorly fitted or top-dose-only effect, or effect the other way, or a change in a side signal; inactive = no such curve, though single readings can be large or run the other way; note: potency is the fitted concentration of half-maximal effect; % of control where 0% means no effect
Target sequence (Q99816 whole entry, looked up): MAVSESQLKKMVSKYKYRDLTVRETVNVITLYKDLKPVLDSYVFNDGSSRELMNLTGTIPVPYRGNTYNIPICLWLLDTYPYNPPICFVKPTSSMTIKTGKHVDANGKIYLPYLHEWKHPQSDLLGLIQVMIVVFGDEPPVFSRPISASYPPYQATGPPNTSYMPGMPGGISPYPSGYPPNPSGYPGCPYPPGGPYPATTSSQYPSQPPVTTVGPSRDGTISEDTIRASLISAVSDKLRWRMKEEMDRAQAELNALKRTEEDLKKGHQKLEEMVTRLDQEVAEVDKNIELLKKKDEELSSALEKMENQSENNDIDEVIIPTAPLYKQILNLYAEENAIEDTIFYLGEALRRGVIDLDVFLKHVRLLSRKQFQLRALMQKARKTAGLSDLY
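Compounds were pin-transferred onto Tsg101 binding domain (10 uM final) in HEPES pH 7.5 buffer, then FITC-PTAP peptide was added at 50 nM final. After 20 min at RT, polarization reported peptide displacement across a qHTS concentration series.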
* = called active by the depositor; ? = inconclusive. A portion of the library; rates above refer to the full screens.

cpd	uPA generation	TCR activator	PTAP TSG101 blk	compound
1	13%	11%	-2%	O=C(O)C[C@H]1c2cc(C(F)(F)F)ccc2S(=O)(=O)N1C1CCN(Cc2ccccc2)CC1
2	-7%	-1%	-5%	Cc1ccc(C(=O)NCC(=O)NCC(=O)OCc2ccc(Oc3ccc([N+](=O)[O-])cc3)cc2)cc1
3	-10%	1%	-3%	COC(=O)C1CC(O)C(O)C(O)C1 (stereo not drawn)
4	-6%	-3%	-3%	CC1Cc2cc(/C(O)=C3/C(=O)C(=O)N(CCCn4ccnc4)C3c3ccc([N+](=O)[O-])cc3)ccc2O1 (stereo not drawn)
5	13%	3%	-1%	O=C1CC(c2ccccc2)Oc2ccccc21 (stereo not drawn)
6	2%	1%	1%	O=C(Nc1cccc(C(=O)NC2CC2)c1)c1ccccc1
7	10%	6%	-1%	O=C(Nc1cccc2cccnc12)c1ccccc1Br
8	3%	2%	-3%	S=C1SCCN1Cc1ccccc1
9	-2%	8%	-5%	COc1ccc(-c2csc(C(C#N)=C(O)CSc3nccn3C)n2)cc1OC
10	-8%	8%	0%	O=S(=O)(c1ccccc1)N(c1ccccc1)S(=O)(=O)c1ccccc1
11	3%	0%	-4%	O=C1NC(=S)SC1=Cc1ccc2c(c1)OCO2
12	7%	-1%	-4%	COc1ccc(NC(=S)NNC(=O)c2ccco2)c(OC)c1
13	1%	2%	-1%	CCN(C(=O)COC(=O)/C(=C/c1ccccc1)NC(C)=O)c1c(N)n(Cc2ccccc2)c(=O)[nH]c1=O
14	5%	3%	1%	CCCCN1CC[C@H]2C=CC[C@@H](C(=O)NCc3ccc(OC)cc3)[C@H]2C1=O
15	-15%	-5%	-2%	CCC(CC)CN1CCC(CN2CCNC(=O)C2=O)CC1
16	0%	-1%	1%	CC1CC(C(O)c2ccccn2)C(=O)C(C(O)c2ccccn2)C1 (stereo not drawn)
17	-1%	-2%	-2%	CC(C)(CCc1ccccn1)C(=O)C(CCc1ccccn1)CCc1ccccn1
18	-2%	2%	1%	CC(CNC(=O)c1ccccc1[N+](=O)[O-])NC(=O)c1ccccc1[N+](=O)[O-] (stereo not drawn)
19	-9%	-4%	3%	CCOc1ccc(OCCC(=O)OCC(=O)Nc2cc(S(=O)(=O)N3CCOCC3)ccc2OC)cc1
20	9%	1%	-4%	O=C(Nc1nccs1)[C@@H]1CC=C[C@@H]2CCN(Cc3ccccc3)C(=O)[C@@H]21

Entries of single compounds from above. Order of screens: uPA generation, TCR activator, PTAP TSG101 blk
`O=C(Nc1cccc(C(=O)NC2CC2)c1)c1ccccc1` in the list: 2%, 1%, 1%
`CCN(C(=O)COC(=O)/C(=C/c1ccccc1)NC(C)=O)c1c(N)n(Cc2ccccc2)c(=O)[nH]c1=O` in the list: 1%, 2%, -1%
`COC(=O)C1CC(O)C(O)C(O)C1` (stereo not drawn) in the list: -10%, 1%, -3%
`CCC(CC)CN1CCC(CN2CCNC(=O)C2=O)CC1` in the list: -15%, -5%, -2%
`CC(C)(CCc1ccccn1)C(=O)C(CCc1ccccn1)CCc1ccccn1` in the list: -1%, -2%, -2%

Going on with the list:
cpd	uPA generation	TCR activator	PTAP TSG101 blk	compound
21	2%	0%	-2%	COC(=O)CCC1(C(N)=O)CCC(=O)c2ccccc21 (stereo not drawn)
22	10%	4%	-1%	OCC(O)C1OCOC(C(O)CO)C1O (stereo not drawn)
23	1%	5%	-1%	CC(NC(=O)c1cccs1)c1ccc(Br)cc1 (stereo not drawn)
24	0%	7%	-1%	O=C(NCCCN1CCOCC1)c1onc(CSc2ccc(F)c(F)c2)c1C(=O)NCCCN1CCOCC1
25	1%	-7%	-2%	Nn1c(-c2cccc(O)c2)nnc1-c1cccc(O)c1
26	2%	-2%	-2%	S=c1nc2[nH]c3ccccc3c2n[nH]1
27	-4%	8%	0%	CSc1nc(N)nc2c1ncn2Cc1ccccc1
28	3%	-5%	-4%	COc1cc(OC)cc(C(=O)OCC(=O)Nc2nnc(-c3ccccc3)o2)c1
29	-23%	1%	-2%	Cc1ccc(C(=O)CCC(=O)OCC(=O)N2CCN(S(=O)(=O)c3ccc(C)cc3C)CC2)cc1
30	11%	-4%	-6%	CN(C(=O)c1cccc(NC(=O)Cc2ccc(NC(=O)C3CCN(S(=O)(=O)c4cccc([N+](=O)[O-])c4)CC3)cc2)c1)C1CC1
31	4%	-3%	3%	Cc1cccc(C(=O)N(C(=O)c2cccc(C)c2)N(C)C)c1
32	-16%	1%	-6%	O=C(NCc1cccnc1)[C@@H]1CC=C[C@@H]2CCN(Cc3ccc(Cl)c(Cl)c3)C(=O)[C@@H]21
33	-2%	-4%	-5%	CCOC(=O)CN1C(=O)N[C@@H](c2cccs2)C(C(C)=O)=C1C
34	6%	2%	-6%	COc1cc([N+](=O)[O-])ccc1-c1ccc(/C=C2\C(=O)ON=C2c2ccccc2)o1
35	-5%	4%	1%	COCCN(CC(=O)Nc1cccc(C)c1C)C(=O)C1CCN(S(=O)(=O)c2ccccc2)CC1
36	2%	-1%	-1%	CC(OC(=O)c1ccccc1C(=O)O)c1ccccc1 (stereo not drawn)
37	2%	-6%	-2%	O=C(NNC(=O)c1cccc2ccccc12)c1ccc(Cl)c(Cl)c1
38	-12%	7%	6%	Nc1ccccc1C=C1Cc2ccccc2C1=O
39	8%	4%	-8%	COc1cc(C2(c3ccc(O)c(OC)c3)C(=O)Nc3c(Br)cc(Br)cc32)ccc1O
40	8%	-1%	1%	CC1(C)C2CC[C@]3(C)C(CC=C4[C@@H]5C[C@@](C)(CO)[C@@H](O)C[C@]56C[C@@H](OC6=O)[C@]43C)[C@@]2(C)CC[C@@H]1O (stereo partly drawn)

Later entries:
cpd	uPA generation	TCR activator	PTAP TSG101 blk	compound
41	0%	0%	-2%	CC1CCCN(C(=O)CCCNC(=O)c2ccc(Cl)cc2)C1 (stereo not drawn)
42	1%	3%	0%	Oc1ccc(Cl)cc1Sc1cc(Cl)ccc1O
43	10%	0%	0%	CCCCN1CC[C@H]2C=CC[C@@H](C(=O)N3CCOCC3)[C@H]2C1=O
44	2%	0%	4%	COc1cccc2c1cc1c(=O)n(CC(=O)N3CCN(c4cccc(C)c4C)CC3)nc(C)n12
45	17%	5%	2%	Cc1ccc(Cn2c(C3CCCN3c3nc(C)cs3)nc3cc(C(=O)NCCCO)ccc32)cc1 (stereo not drawn)
46	-5%	-4%	-4%	COc1ccc(-n2c(SCC(=O)Nc3ccccc3)nnc2-c2ccoc2C)cc1
47	-16%	-1%	-8%	C=C1CCN(c2ccc(C(=O)NCCC)cc2[N+](=O)[O-])CC1
48	0%	4%	-5%	CCN(C(=O)CSc1nc2scc(-c3ccccc3)c2c(=O)n1N)C1CCS(=O)(=O)C1 (stereo not drawn)
49	6%	9%	-1%	CCCCN1C(=O)C(C#N)CC2=C1CC(C)(C)CC2=O (stereo not drawn)
50	10%	0%	-8%	CCOC(=O)CN1C(=O)N[C@@H](CCc2ccccc2)C(C(C)=O)=C1C
51	-1%	-3%	0%	COc1ccccc1CNC(=O)Cn1nc(C)c([N+](=O)[O-])c1C
52	-1%	4%	1%	Cc1cc(O)cc2c1C1CCC3(C)C(=O)CCC3C1C=C2 (stereo not drawn)
53	5%	4%	-12%	O=c1cc(Br)c(O)c(Br)cc1Br
54	-4%	0%	-4%	COc1nc(Nc2ccccc2)nc(OC)n1
55	-13%	-2%	-4%	O=C(Cc1cccc(NC(=O)C2CCCN(C(=O)C3CC3)C2)c1)Nc1ccc(C(=O)N2CCOCC2)cc1 (stereo not drawn)
56	11%	1%	2%	Cc1ccccc1-c1cccc([C@@H]2C[C@H]3[C@H](CON3C)CN2C(=O)C(C)(C)C)c1
57	-12%	-5%	-11%	Cc1cc(Br)ccc1NC(=O)CN(C)C(=O)c1cccc(S(=O)(=O)N2CCN(C)CC2)c1
58	4%	7%	-3%	Cc1ccc(S(=O)(=O)CCC(=O)OCC(=O)N(C)Cc2ccccc2)cc1
59	12%	-6%	3%	CC(C)C[C@@H](CN)NC(=O)c1nc[nH]c1C(=O)N[C@@H](C)C(=O)CNC[C@H](C)NC(=O)c1nc[nH]c1C(=O)N[C@@H](CC(=O)O)C(=O)O
60	?	11%	-3%	CCOC(=O)c1c(NC(=O)CN2CCN(S(=O)(=O)c3cc(Cl)ccc3Cl)CC2)sc(C(=O)N(C)C)c1C

Part of the list above, in transposed form.
41: CC1CCCN(C(=O)CCCNC(=O)c2ccc(Cl)cc2)C1 (stereo not drawn)
42: Oc1ccc(Cl)cc1Sc1cc(Cl)ccc1O
43: CCCCN1CC[C@H]2C=CC[C@@H](C(=O)N3CCOCC3)[C@H]2C1=O
44: COc1cccc2c1cc1c(=O)n(CC(=O)N3CCN(c4cccc(C)c4C)CC3)nc(C)n12

Compound | 41 | 42 | 43 | 44
uPA generation | 0% | 1% | 10% | 2%
TCR activator | 0% | 3% | 0% | 0%
PTAP TSG101 blk | -2% | 0% | 0% | 4%

(continued)
cpd	uPA generation	TCR activator	PTAP TSG101 blk	compound
61	6%	-3%	-4%	O=C(C1CC(=O)N(C2CCCC2)C1)N1CCN(c2ccc(F)cc2)CC1 (stereo not drawn)
62	0%	5%	-4%	OC1COC(c2ccccc2)OC1C(O)C1OC(c2ccccc2)OCC1O (stereo not drawn)
63	3%	6%	-25%	O=S(=O)(O)c1ccc2c(c1)C(C(Cl)(Cl)Cl)OC(C(Cl)(Cl)Cl)O2 (stereo not drawn)
64	-7%	-10%	-5%	COc1ccc(CC2(CO)COc3ccccc3C2=O)cc1 (stereo not drawn)
65	5%	2%	0%	Cn1c(=O)c2[nH]c(SCc3cccnc3)nc2n(C)c1=S
66	5%	-5%	0%	C[C@H](CO)N1C[C@H](C)[C@@H](CN(C)CC2CC2)Oc2c(NC(=O)C3CC3)cccc2C1=O
67	1%	-3%	0%	CC1CN(C(=O)/C=C/c2cccc([N+](=O)[O-])c2)CC(C)O1 (stereo not drawn)
68	0%	4%	1%	Clc1ccc(-c2nnc(-c3ccc4ccccc4c3)o2)cc1
69	-13%	9%	-8%	COc1cccc2c1C(=N)c1c(O)c3c(c(O)c1C2=O)CC(O)(C(C)=O)CC3OC1CC(N)C(O)C(C)O1 (stereo not drawn)
70	-5%	-4%	-8%	CCC1(C)Cc2c(C#N)c(SC)nc(N3CCOCC3)c2CO1 (stereo not drawn)
71	2%	-4%	3%	COc1ccccc1-c1cccc([C@@H]2C[C@H]3[C@@H](CN2)CON3C)c1
72	1%	0%	1%	O=c1ccnc(SCCc2ccc([N+](=O)[O-])cc2)[nH]1
73	0%	-7%	-5%	CC(C)CN1CCN(CCCOC(=O)Nc2cccc3ccccc23)CC1C (stereo not drawn)
74	-10%	3%	-4%	O=[N+]([O-])c1ccc(NC(c2ccccc2)c2ccc3cccnc3c2O)cc1 (stereo not drawn)
75	-8%	-9%	-6%	O=C(O)Cn1nnc(-c2ccc(OCc3ccccc3)cc2)n1
76	3%	-3%	6%	CC1(c2ccc3ccccc3c2)CCC(=O)O1 (stereo not drawn)
77	10%	3%	-5%	O=C(Nc1cccc(C(=O)N2CCCCC2)c1)C1CCCCC1
78	4%	-5%	-3%	Cc1ccc(C#N)c(SCc2cccc(Br)c2)n1
79	-6%	-4%	-3%	Nc1cc2c(cc1Br)-c1ccccc1C2=NO
80	6%	-5%	-5%	CC(=O)CC(CC(=O)NC1CCCCC1)c1ccccc1 (stereo not drawn)

More entries follow.
cpd	uPA generation	TCR activator	PTAP TSG101 blk	compound
81	1%	6%	-7%	COc1ccccc1Nc1nc(-c2ccc([N+](=O)[O-])cc2)nc2ccccc12
82	-21%	-5%	-2%	COc1ccc(OC)c(S(=O)(=O)Oc2ccc(N)c3ccccc23)c1
83	-10%	4%	-1%	COc1ccc(S(=O)(=O)N2CCc3ccccc32)cc1C(=O)Nc1cc(S(C)(=O)=O)ccc1Cl
84	4%	1%	-3%	Cc1ccc(-n2c(SCC(=O)O)nc3sc4c(c3c2=O)CC(C)(C)SC4)cc1
85	-7%	-11%	-7%	CCOC(=O)c1c(N/C=C(\C#N)c2nc(-c3ccc(OC(C)=O)cc3)cs2)sc2c1CCC2
86	-94%	-57%	?	CC[C@@]1(O)C(=O)OCc2c1cc1n(c2=O)Cc2cc3c(CN(C)C)c(O)ccc3nc2-1
87	-8%	7%	4%	NC1=NC(=O)/C(=C/C=C/c2cccs2)S1
88	0%	6%	4%	CCOC1=NC(=C(c2ccccc2)c2ccccc2)OC1=O
89	6%	0%	-1%	CCCCCCCCNS(=O)(=O)CCNC1CCCCC1
90	2.5µM*	-7%	-15%	COc1ccc2c(c1)C1OCCC1C(c1ccco1)N2 (stereo not drawn)
91	-1%	-4%	-4%	Cc1nc2nc(N)nc(OCc3ccccc3)c2nc1C
92	7%	3%	-2%	C=C(C)COc1ccc2c(c1)CCC1C2CCC2(C)C(=O)C(=NO)CC12 (stereo not drawn)
93	-6%	5%	1%	CC(=O)Nc1ccc2c(c1)C(=Nc1ccc(C)cc1)c1ccccc1-2
94	0%	-3%	-2%	OCC1(CO)CCCC(CO)(CO)C1O
95	1%	-9%	-2%	COc1ccc(C(=O)Nc2ccc(Nc3ccccc3)cc2)cc1Br
96	7%	2%	1%	O=c1cc(-c2ccccc2)oc2ccc(Cl)cc12
